OXTR agonist – activates the human oxytocin receptor | 320,000 tested, 0.32% active | P30559 | activation, % at 3 µM | CHO-OTR cells, Fluo-8 calcium fluorescence; normalized: DMSO 0%, oxytocin 100% | AID 2435;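 active means activation above the mean of all tested compounds plus 3 SD, cutoff set per screening run, cut at about 20% in these data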;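 further: peak over basal fluorescence ratio from a 100 s FLIPR kinetic read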
Target sequence (P30559 whole entry, looked up): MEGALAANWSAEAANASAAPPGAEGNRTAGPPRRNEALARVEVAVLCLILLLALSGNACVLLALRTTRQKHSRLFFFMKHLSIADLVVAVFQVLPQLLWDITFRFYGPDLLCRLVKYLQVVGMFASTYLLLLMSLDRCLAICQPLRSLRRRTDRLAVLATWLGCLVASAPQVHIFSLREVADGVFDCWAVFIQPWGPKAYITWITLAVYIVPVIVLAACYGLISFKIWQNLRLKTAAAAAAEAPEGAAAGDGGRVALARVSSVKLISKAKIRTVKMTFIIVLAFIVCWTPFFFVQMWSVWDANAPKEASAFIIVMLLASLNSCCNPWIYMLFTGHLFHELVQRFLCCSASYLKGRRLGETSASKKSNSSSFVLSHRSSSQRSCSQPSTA
* = called active by the depositor.

SMILES	OXTR agonist
CCCCCN(C(=O)CCC(=O)OCC(=O)N1CCC(C)CC1)c1c(N)n(CCCC)c(=O)[nH]c1=O	-0.4
COc1ccc(CN2C(=O)C(CC(C)C)Nc3ncnc(N4CCN(c5ccccc5)CC4)c32)cc1 (stereo not given)	-1.8
COc1ccccc1C(CNC(=O)C(C)Oc1ccc(Br)cc1)N1CCCC1 (stereo not given)	0.3
CCOC(=O)C1=CC[C@@H](c2cc3cc(OC)ccc3n2C)N(S(=O)(=O)c2ccc(C)cc2)[C@H]1C(=O)OCC	0.6
Cc1ccc(CN2C(=O)C(=O)c3cc(C)ccc32)cc1	-0.8
CN(C(=O)c1ccccc1C(=O)OCC(=O)Nc1ccc(S(N)(=O)=O)cc1)c1ccccc1	1.2
CCCCC/C=C/C1=CC(=O)C[C@H](c2ccc(Cl)cc2)C1	-1.4
O=[N+]([O-])c1cc(S(=O)(=O)NCCc2ccccn2)ccc1Cl	0.3
CCCCn1c(N)c(N(CCOC)C(=O)c2ccc(-c3ccc(C(C)=O)cc3)o2)c(=O)[nH]c1=O	-0.8
Cc1ccc(Sc2ncccc2O)cc1	0.8
Nc1nonc1-n1nnc(C(=O)N/N=C/c2cc(Cl)ccc2O)c1CN1CCCCCC1	0.6
O=c1cc(-c2ccccc2)oc2ccc(Br)cc12	-2.1
NC(=O)c1ccc(NC(=O)CSc2nnc(C3CC3)n2C2CC2)cc1	1.0
Cc1noc(C)c1NC(=O)Nc1ccc2c(c1)C(=O)N([C@H](C)CO)C[C@H](C)[C@@H](CN(C)S(=O)(=O)c1c(C)noc1C)O2	1.2
COC(=O)c1ccc(COC(=O)C2CC(O)CN2S(=O)(=O)c2ccc([N+](=O)[O-])cc2)cc1 (stereo not given)	7.2
COc1ccc(N2CC(C(=O)NCCN3C(=O)S/C(=C\c4cccnc4)C3=O)CC2=O)c(OC)c1 (stereo not given)	0.7
CSCCC(NC(=O)c1ccccc1)C(=O)N1CCCCCCC1 (stereo not given)	-1.2
CN(CC(=O)NNC(=O)CNC(=O)c1ccccc1F)S(=O)(=O)c1ccc(Cl)cc1	-0.1
Cc1csc(NC(=O)c2ccc(C)s2)n1	-0.1
COc1ccc(NC(=O)Nc2ccc3c(c2)C(=O)N([C@H](C)CO)C[C@H](C)[C@@H](CN(C)S(C)(=O)=O)O3)cc1	0.2
CCN(c1ccccc1)S(=O)(=O)c1ccc(C(=O)Nc2ccc(C)cn2)cc1	-2.2
COc1ccc(-c2ccc3c(c2)S(=O)(=O)c2cccc(C(=O)NCCOc4ccccc4Cl)c2C3=O)cc1OC	0.0
COc1ccc(CCNC(=O)COC(=O)c2ccc(S(=O)(=O)N3CCCC3)cc2)cc1OC	1.4
O=C(C[C@@H]1C/C=C/CC[C@H](Cc2ccc(F)cc2)C(=O)OCCNC1=O)N[C@H](CO)Cc1ccccc1	0.4
Cc1cnc(C(=O)OCC(=O)Nc2sc3c(c2C(N)=O)CCCC3)cn1	-2.3

The list goes on, starting with the last 2 of the part before.
SMILES	OXTR agonist
O=C(C[C@@H]1C/C=C/CC[C@H](Cc2ccc(F)cc2)C(=O)OCCNC1=O)N[C@H](CO)Cc1ccccc1	0.4
Cc1cnc(C(=O)OCC(=O)Nc2sc3c(c2C(N)=O)CCCC3)cn1	-2.3
COc1ccccc1NC(=O)C/C(N)=N/OCC(=O)Nc1cccc(Cl)c1	3.0
CCCCn1c(SCC(=O)NNC(=O)c2ccccc2)n[nH]c1=O	1.7
Cc1cc(C(=O)COc2ccccc2Cl)c(C)n1C1CC1	-2.3
CC(C)c1cccc(-c2ccc3c(c2)S(=O)(=O)c2cccc(C(=O)NCc4ccccc4Cl)c2C3=O)c1	0.9
CC1CCC(NC(=O)c2cc(S(=O)(=O)N(C)C)ccc2N2CCCC2)CC1 (stereo not given)	-1.9
Cc1sc2ncnc(N3CCC(C(=O)Nc4nc(-c5ccc(F)cc5)cs4)CC3)c2c1C	-1.0
O=C(CN1C(=O)NC(Cc2c[nH]c3ccccc23)C1=O)Nc1ccc(F)c(F)c1F (stereo not given)	0.4
CC1CCCN(S(=O)(=O)c2ccc(NC(=O)C3CCN(C(=O)C(C)(C)C)CC3)cc2)C1 (stereo not given)	4.2
CS(=O)(=O)c1ccc(C(=O)CN2C(=O)NC3(CCCc4ccccc43)C2=O)cc1 (stereo not given)	2.5
Cc1ccc(S(=O)(=O)N2CCC(C(=O)OCC(=O)N3CCCC(C)C3)CC2)cc1C (stereo not given)	-1.2
COc1ccccc1CNC(=O)CN1C(=O)NC(Cc2ccccc2)(c2ccccc2)C1=O (stereo not given)	1.2
O=C(/C=C/c1ccccc1[N+](=O)[O-])OCC(=O)N1CCCC1	0.5
Cc1sc2ncnc(SCC(=O)Nc3cccc(S(N)(=O)=O)c3)c2c1C	-0.5
COCCN(C(=O)COC(=O)c1nc(Cl)ccc1Cl)c1c(N)n(Cc2ccccc2)c(=O)[nH]c1=O	0.3
O=C(c1n[nH]c2ccccc12)N1CCN(S(=O)(=O)c2ccc(Cl)cc2)CC1	3.6
COc1cccc(-c2cc(C(=O)N/N=C/c3cccc(OC)c3OC)c3ccccc3n2)c1	-0.3
CNC[C@H]1Oc2ccc(NC(=O)Nc3ccc(OC)cc3)cc2C(=O)N([C@@H](C)CO)C[C@H]1C	0.5
CCOC(=O)c1sc(N)c(C#N)c1COC(=O)C1=COCCO1	-0.8
O=C(CN1C(=O)NC(c2ccccc2)(c2ccccc2)C1=O)NC1CCCCC1	-0.7
c1ccc2c(c1)c1cccc3ccc4cccc2c4c31	1.7
O=C(O)CCC(=O)Nc1ccc(-c2csc(Nc3cccc4ccccc34)n2)cc1	0.8
CCN(CC(=O)NCc1cccs1)C(=O)c1cccc(S(=O)(=O)NC)c1	-0.2
O=C(NCC(c1ccco1)N1CCN(c2ccccc2)CC1)c1ccco1 (stereo not given)	-0.5
N#C/C(=C/c1ccccc1)C(=O)OCC(=O)Nc1ccccc1[N+](=O)[O-]	0.4
Cc1ccccc1OCCC(=O)Nc1ccc(N2CCOCC2)cc1N1CCOCC1	-1.3
Remaining list, next part.
SMILES	OXTR agonist
CCN1C(=O)[C@@H]2[C@@H](c3ccc(-c4ccccc4)cc3)N3CCC[C@@]3(C(=O)OC)[C@@H]2C1=O	0.7
CC(NC(=O)C1CCN(C(=O)c2ccc(F)cc2)CC1)c1ccc(-n2ccnc2)cc1 (stereo not given)	0.0
C=CCn1c(C)cc(C(=O)COC(=O)c2n[nH]c(=O)c3ccccc23)c1C	-0.1
O=C(Cn1nnc(-c2ccc(Cl)cc2)n1)N1CCN(C(=O)c2ccco2)CC1	-1.3
COc1cc(/C=C/C(=O)OCC(=O)N2CCCC2)cc(OC)c1OC	0.2
COc1ccc(C(=O)NC(=O)CSc2nc3nc(C)cc(C)n3n2)cc1	0.5
COc1cc(C2C(C(=O)c3cccs3)=C(O)C(=O)N2CCN2CCOCC2)ccc1OCCC(C)C (stereo not given)	-1.1
COc1ccc(C(C)(C)C)cc1NC(=O)CCn1[nH]c(=O)ccc1=O	0.9
Cc1ccc(OCC(=O)NNC(=O)c2ccc3c(=O)n4c(nc3c2)CCC4)cc1	-1.5
Nc1nc(Cl)cc(=O)n1Cc1ccc(Cl)cc1	-1.1
O=C(Nc1cccc(S(=O)(=O)N2CCCCCC2)c1)c1ccc(Cl)nc1	6.7
COc1ccc2c(CC(=O)N3CCN(S(=O)(=O)c4ccc(F)cc4)CC3)coc2c1	2.7
Cc1cc(C)cc(OCC(=O)N(Cc2ccco2)c2c(N)n(Cc3ccccc3)c(=O)[nH]c2=O)c1	0.5
Cc1cc(C(=O)OCC(=O)NCCc2ccccc2)c2ccccc2n1	4.0
CNc1snc(C)c1C(=O)OC(C)C(=O)Nc1ccccc1 (stereo not given)	2.8
CSc1nsc(NC(=O)Nc2ccccc2)n1	16.1
CC(C)c1ccc(-n2nnnc2SCC(=O)NC2CC2)cc1	2.3
O=C(NC1CCCC1)c1cccc2c1C(=O)c1ccc(/C=C/c3ccccc3)cc1S2(=O)=O	0.8
CCc1cccc2c(C(=O)COC(=O)c3nccnc3N)c[nH]c12	1.9
O=C(CN1C(=O)C2CC=CCC2C1=O)Nc1ccc(OC(F)(F)F)cc1 (stereo not given)	0.6
O=C(OCCc1ccccc1)c1cc(O)c(O)c(O)c1	3.7
O=C(COC(=O)CNC(=O)c1ccccc1F)NC1CC1	2.7
Cc1ccc(S(=O)(=O)NCCC(=O)OCC(=O)NCCc2ccccc2)cc1C	-0.7
CCOC(=O)[C@@H]1[C@H]2COc3ccc(Br)cc3[C@@H]2N2C(=O)N(c3ccc(F)cc3)C(=O)[C@@]12C	-1.2
CC(NC(=O)COC(=O)c1ccc([N+](=O)[O-])o1)c1ccccc1 (stereo not given)	2.3

Some of the entries so far, in CSV form.
SMILES,OXTR agonist
CNc1snc(C)c1C(=O)OC(C)C(=O)Nc1ccccc1 (stereo not given),2.8
CCN1C(=O)[C@@H]2[C@@H](c3ccc(-c4ccccc4)cc3)N3CCC[C@@]3(C(=O)OC)[C@@H]2C1=O,0.7
Cc1ccc(S(=O)(=O)NCCC(=O)OCC(=O)NCCc2ccccc2)cc1C,-0.7
O=C(COC(=O)CNC(=O)c1ccccc1F)NC1CC1,2.7

The listing continues:
SMILES	OXTR agonist
CCCc1cc(=O)[nH]c(SCC(=O)Nc2sc3c(c2C(N)=O)CCCC3)n1	-1.3
O=C(Nc1ccccn1)c1ccc(S(=O)(=O)N2CCCCC2)cc1	1.2
Cc1ccc(NC(=O)C2CC(=O)N(c3ccc4c(c3)OCCO4)C2)nc1 (stereo not given)	1.0
CC(=O)C[C@H](O)CC(=O)[C@@H]1OC(=O)CCCCC/C=C/Cc2ccccc21	-1.2
Cc1cc2nc3n(c2cc1C)CC1CC(C(=O)NCCC(C)C)N(C)C31 (stereo not given)	0.5
COc1cc([N+](=O)[O-])ccc1NC(=O)C1CCCN(S(C)(=O)=O)C1 (stereo not given)	0.1
Cc1ccc(CN(C)C(=O)c2cccc(S(=O)(=O)N3CCc4ccccc4C3)c2)o1	-0.8
Cc1nn(C2CCS(=O)(=O)C2)c(C)c1CN(C)C(=O)c1ccc(S(=O)(=O)N(C)C)cc1 (stereo not given)	1.4
COc1ccc(CNC(=O)COC(=O)c2ccc(C(=O)c3ccccc3)cc2)cc1	4.4
Cc1ccc(S(=O)(=O)Nc2cccc(C(=O)NCc3cccnc3)c2)cc1F	-0.1
O=C(COC(=O)CC1SC(N2CCCC2)=NC1=O)Nc1c(F)c(F)c(F)c(F)c1F (stereo not given)	-1.6
OCc1cc(-c2ccccn2)no1	1.5
CCC1(c2ccccc2)NC(=O)N(CC(=O)Nc2ccc(S(=O)(=O)N3CC(C)CC(C)C3)cc2)C1=O (stereo not given)	0.3
CCCN(CC(=O)Nc1ccc(F)c(F)c1F)C(=O)c1ccc(=O)n(Cc2ccccc2)n1	0.0
C=CCNc1oc(C2CCCC2)nc1C#N	0.3
O=C(COc1ccccc1Cc1ccccc1)Nc1cccc(S(=O)(=O)N2CCOCC2)c1	0.4
CCCOc1ccc(C(=O)NNC(=O)c2cccc(S(=O)(=O)N3CCN(C(C)=O)CC3)c2)cc1OC	0.7
COc1ccc(S(=O)(=O)N2CCCCC2)cc1NC(=O)CCNC(=O)c1ccc(Cl)cc1	-0.6
COc1ccc2sc(N(CCCN(C)C)C(=O)c3ccc(S(=O)(=O)N4CCCc5ccccc54)cc3)nc2c1	4.9
COc1ccc(S(=O)(=O)N(C)C)cc1NCC(=O)Nc1cccc2ccccc12	0.2
COc1ccccc1C(=O)NCCC(=O)OCC(=O)Nc1ccc(S(N)(=O)=O)cc1	-0.1
CCOC(=O)c1c(C)[nH]c(C(=O)OCC(=O)c2ccc(OC)cc2OC)c1C	-0.9
CCOc1cc(C(=O)Nc2ccccc2N2CCOCC2)ccc1OCC(=O)N1CCOCC1	1.4
O=c1oc(-c2ccc(O)c(O)c2)cc2cccc(O)c12	7.4
NCCCNCCCCNCCCN	1.3

Quoted at random: 4 records from the list, in no set order.
SMILES	OXTR agonist
O=C(Nc1ccccn1)c1ccc(S(=O)(=O)N2CCCCC2)cc1	1.2
CCCOc1ccc(C(=O)NNC(=O)c2cccc(S(=O)(=O)N3CCN(C(C)=O)CC3)c2)cc1OC	0.7
COc1cc([N+](=O)[O-])ccc1NC(=O)C1CCCN(S(C)(=O)=O)C1 (stereo not given)	0.1
O=c1oc(-c2ccc(O)c(O)c2)cc2cccc(O)c12	7.4

(listing goes on)
SMILES	OXTR agonist
CCN1CCN(c2ccc(NC(=O)COc3ccc(Cl)cc3C)cc2)CC1	11.7
CC1CCCC(NC(=O)COC(=O)c2cccc(S(=O)(=O)N3CCCCC3)c2)C1C (stereo not given)	-0.3
COc1cccc(C(=O)NCCS(=O)(=O)NCc2ccc(Cl)cc2)c1	0.9
CCc1noc(C)c1C(=O)OCC(=O)N(CC)c1c(N)n(Cc2ccccc2)c(=O)[nH]c1=O	0.4
COc1ccc(-n2nnnc2CNC(=O)C(=O)c2c[nH]c3ccccc23)cc1	2.0
Cc1ccc2c(c1)[C@H]1[C@H](CO2)[C@H](c2ccccc2)[C@]2(C)C(=O)N(Cc3ccc(F)cc3)CC(=O)N12	10.9
C[C@H]1CN([C@@H](C)CO)C(=O)c2cccc(NS(=O)(=O)c3ccc(F)cc3)c2O[C@H]1CN(C)S(=O)(=O)c1cn(C)cn1	1.8
O=C(COc1ccc([N+](=O)[O-])cc1)Nc1ccccc1C(=O)NC1CC1	-1.0
CN(C)S(=O)(=O)c1ccc(C(=O)OCC(=O)Nc2ccc3c(c2)OCO3)cc1	2.5
Cc1ccc(S(=O)(=O)N[C@H](C(=O)OCC(=O)NC(=O)NCc2ccco2)C(C)C)cc1	1.7
CC(C)CN(C(=O)COC(=O)CCc1c[nH]c2ccccc12)c1c(N)n(Cc2ccccc2)c(=O)[nH]c1=O	-0.9
CCN(C(=O)C(C)Sc1nnc(-c2ccncc2)n1C)C1CCCCC1 (stereo not given)	1.1
Cc1ccsc1CN(C)C(=O)CN1C(=O)NC2(CCCCC2C)C1=O (stereo not given)	-1.6
CC1CC1C(=O)OCC(=O)NC(=O)c1ccccc1 (stereo not given)	0.6

This is a subset, so the mix of outcomes need not match the whole.
